HttQ103 aggreg = reduces HttQ103-GFP aggregates in PC12 cells; hit rate 1.1% among 220,000; Potency, µM (top dose mostly 46.1 µM), for the others: top-dose activity change, negative = inhibition, usual class: inhibitors; PC12 HttQ103-GFP aggregates, Acumen cytometry, 40 h; also: potency is read from the fitted curve at half-maximal effect; % is scaled to controls: 0 for no effect and ±100 for the full control effect; nearly all actives have a fitted effect of over 60% in size
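Aggregate formation scored by laser-scanning cytometer (488 excitation, 500–530 emission) in lysed PC12 cells expressing Q103-GFP after 100 nM tebufenozide induction; library tested in dose series, with ATPLite reagent added in the multiplex.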
Epigenetic reg = derepresses silenced GFP reporter in murine cells. Potency, µM (top dose mostly 53.9 µM), for the others: at the top dose GFP activation, usual class: activators. AID 1865. hit rate 0.2% among 280,000. murine LDR cells, GFP reporter derepression, 30 h; also: potency is read from the fitted curve at half-maximal effect; % of control where 0% means no effect; nearly all actives have a fitted effect of over 60% in size
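Readout is the number of GFP-expressing murine LDR cells, counted by cytometry following washing. Cells were treated with compound for 30 h at 37 C; the stably integrated CMV-GFP locus is normally silent.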
CBFb-RUNX1 inh = inhibitors of human CBF-beta and RUNX1 interaction | Q01196+Q13951 | AlphaScreen CBFb-His/RUNX1-biotin binding, biochemical | Potency, µM (doses to about 59.8 µM), for inactives: top-dose activity, negative = inhibition, usual class: inhibitors | 230,000 tested, under 10 active | AID 1477; also: % of control where 0% means no effect
Target sequence (Q01196 whole entry, looked up): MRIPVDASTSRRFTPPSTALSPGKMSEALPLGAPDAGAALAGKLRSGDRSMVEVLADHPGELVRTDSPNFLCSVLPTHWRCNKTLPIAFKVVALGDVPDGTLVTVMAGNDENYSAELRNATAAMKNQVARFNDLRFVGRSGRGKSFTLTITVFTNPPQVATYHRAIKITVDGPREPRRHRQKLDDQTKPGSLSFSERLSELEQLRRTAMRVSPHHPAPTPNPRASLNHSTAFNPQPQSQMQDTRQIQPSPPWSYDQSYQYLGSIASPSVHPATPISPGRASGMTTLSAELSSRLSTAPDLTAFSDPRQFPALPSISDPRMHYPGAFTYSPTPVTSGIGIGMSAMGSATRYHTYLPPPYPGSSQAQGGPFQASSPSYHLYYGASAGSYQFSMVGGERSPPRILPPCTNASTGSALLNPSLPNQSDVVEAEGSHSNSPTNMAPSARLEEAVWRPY
Target sequence (Q13951 whole entry, looked up): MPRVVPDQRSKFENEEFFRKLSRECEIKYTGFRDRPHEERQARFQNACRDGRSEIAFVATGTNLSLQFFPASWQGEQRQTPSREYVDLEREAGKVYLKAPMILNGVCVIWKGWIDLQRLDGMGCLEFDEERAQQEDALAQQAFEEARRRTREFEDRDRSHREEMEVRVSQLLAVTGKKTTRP
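Room-temperature protein-protein interaction test with 30 nM each of His-tagged CBF-beta and biotinylated RUNX1, 15 min with compound, then 90 min with nickel plus streptavidin beads. Signal read in AlphaScreen mode.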
NPSR antagonist = neuropeptide S receptor (human) antagonism, cAMP | Q6W5P4 | CHO-NPSR cells, cAMP TR-FRET, antagonist mode | Potency, µM (series often up to 38.3 µM), for inactives: at the highest dose activity change, negative = inhibition, hits mostly inhibitors | hit rate 1% among 220,000 | AID 1461; also: potency is read from the fitted curve at half-maximal effect; % is scaled to controls: 0 for no effect and ±100 for the full control effect; nearly all actives have a fitted effect of over 50% in size; many of its hits are not listed in these tables
Target sequence (Q6W5P4 whole entry, looked up): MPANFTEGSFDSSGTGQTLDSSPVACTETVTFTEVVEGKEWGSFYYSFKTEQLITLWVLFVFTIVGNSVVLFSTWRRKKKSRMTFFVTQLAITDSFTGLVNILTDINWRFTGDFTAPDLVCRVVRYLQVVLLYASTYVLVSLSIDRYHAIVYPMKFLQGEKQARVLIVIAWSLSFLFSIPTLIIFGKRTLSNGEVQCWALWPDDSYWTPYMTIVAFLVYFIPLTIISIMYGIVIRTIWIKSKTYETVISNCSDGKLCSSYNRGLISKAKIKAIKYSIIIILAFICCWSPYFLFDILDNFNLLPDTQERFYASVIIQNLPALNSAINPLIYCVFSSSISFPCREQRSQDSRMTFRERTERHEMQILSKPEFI
LMNA splice mod = changes lamin A minigene splicing in HeLa cells. HeLa LMNA splicing GFP/RFP minigene ratio, 48 h. Potency, µM (titrated, usually from 46.1 µM), for inactives: at the top dose ratio change, negative = inhibition, hits mostly inhibitors. hit rate 0.01% among 200,000; active = well fitted inhibition curve with a large enough effect in the signal ratio, with a control signal flat, not every such curve was filed as active; inconclusive = small, poorly fitted or top-dose-only effect, or effect the other way, or a change in a side signal; the % refers to the signal ratio; also: potency is read from the fitted curve at half-maximal effect; % is scaled to controls: 0 for no effect and ±100 for the full control effect
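S3 HeLa cells stably expressing lamin A-EGFP splicing minigene plus DsRed2, 600 cells/well, 48 h compound exposure at 37C. Laser-scanning cytometry; analysed as GFP (500-530 nm)/RFP (575-640 nm) total intensity ratio; 0.5% DMSO vehicle.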
KinaseGlo FLuc = blocks Kinase-Glo luciferase, a counter-screen artifact | Q27757 | Kinase-Glo luciferase, ATP luminescence, 8 min | Potency, µM (doses to about 38.3 µM), for inactives: at the highest dose activity change, negative = inhibition, most hits filed as inhibitors | hit rate 0.28% among 200,000 | AID 1379; also: potency is read from the fitted curve at half-maximal effect; % is scaled to controls: 0 for no effect and ±100 for the full control effect; nearly all actives have a fitted effect of over 60% in size
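Substrate mix (final 50 mM imidazole pH 7.2, 50 mM KCl, 7 mM MgCl2, 10 uM ATP, 0.01% Tween 20, 0.05% BSA) plus pin-tool compound, then Kinase-Glo detection mix; 8 min ambient, luminescence read.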
IMPase Li cell = cell-permeable IMPase inhibitors with lithium potentiation | CHO-M1 cells, IP1 TR-FRET (IP-One), carbachol + lithium | Potency, µM (series often up to 59.4 µM), for the others: top-dose activity, negative = IMPase inhibition, actives largely listed as inhibitors | hit rate 0.35% among 210,000;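 also: IP1 builds up when IMPase is blocked and the TR-FRET signal falls; potency is read from the fitted curve at half-maximal effect; plate controls were basal vehicle for no effect and high inhibitor control for full effect; nearly all actives have a fitted effect of over 50% in size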
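Test compounds were applied to CHO-M1 cells previously cultured for 16–30 h at 2000 per well. A small lithium amount accompanied them; after 30 min at 37C, IP1 was quantified by TR-FRET.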
* marks the source's active call; other numbers are inactive results; u = inconclusive; x = no result given; & = joins results of further samples; [ ] = dose if it differs, or a comment. Unless noted, calls follow the shape of the dose curve; as a rule, active = well fitted curve in the direction sought with a large enough effect; inconclusive = small, poorly fitted or top-dose-only effect, or another doubt; inactive = no such curve, though single readings can be large; an effect the other way counts as inactive or inconclusive. A portion of the library; count on the stated rates, not on these rows.

SMILES	HttQ103 aggreg	Epigenetic reg	CBFb-RUNX1 inh	NPSR antagonist	LMNA splice mod	KinaseGlo FLuc	IMPase Li cell
C#CCNC(=O)C1=C[C@@H](c2ccc(Br)cc2)[C@H](CCCO)[C@@H](OCC)O1	0%[9.22 µM]	-1.5%	5%	7%	x	x	-2%
O=C(COc1ccc(S(=O)(=O)NC2CCCC2)cc1)N1CCCCCC1	11%	9.7%	2%	3%[46.1 µM]	-8%	4%	17%[38.3 µM]
COCCn1c(Cc2ccccc2)nnc1SCC(=O)Nc1ccccc1	-10%[9.22 µM]	0.1%	1%	-3%	5%[46 µM]	2%	13%
COc1ccc(OCC(=O)N/N=C/c2ccsc2)cc1	-6%	0.0%	-2%	16%	-12%	-5%	-6%
Cc1ccc(C(=O)ONc2ccc(N=NC(=O)c3ccccc3O)cc2)cc1	8%	-1.0%	0%	-15%[46.1 µM]	10%	-15%	13%[38.3 µM]
COC(=O)C1C2C=CC3(CN(c4ccc(Cl)c(F)c4)C(=O)C13)O2 (stereo not drawn)	-2%	-0.6%	7%	5%[46.1 µM]	-6%	-2%	22%[38.3 µM]
S=C(Nc1ccc(Oc2ccccc2)cc1)N(CCCN1CCOCC1)Cc1ccccn1	11%	5.6%	-22%	-14%	u	-1%	8%
O=c1oc2ccc([N+](=O)[O-])cc2c(N2CCOCC2)c1[N+](=O)[O-]	-12%	3.2%	1%	4%	11%[46 µM]	-1%	7%
CCN1C(=O)N[C@@H](c2cccc(F)c2)C(C(=O)OC)=C1C	x	x	2%[13.1 µM]	x	-5%[9.22 µM]	-1%[7.66 µM]	5%
CC(C)C(NCc1c(Cl)cccc1Cl)C(=O)O (stereo not drawn)	14%	-0.9%	2%	1%[46.1 µM]	5%	-3%	-6%[38.3 µM]
Cc1ccccc1NC(=O)Cn1c([N+](=O)[O-])cnc1C	2%	-0.1%	9%	9%	-12%	1%	-1%
O=C(O)CSCC(=O)Nc1cccc(C(F)(F)F)c1	14%	1.4%	-1%	7%[46.1 µM]	-4%	20%	26%[38.3 µM]
O=C(O)CCC(=O)Nc1ccc(-n2ccc(C(F)(F)F)n2)cc1	-19%[9.22 µM]	-1.7%	8%	6%	x	x	x
Cc1ccc(C)c(NC(=O)CN(C)C(=O)CCN2C(=O)c3ccccc3C2=O)c1	14µM*	-0.3%	9%	-6%[46.1 µM]	u	x	x
O=C(CC1SCCNC1=O)Nc1cccc(Cl)c1 (stereo not drawn)	-9%	-1.1%	-2%	-9%[46.1 µM]	-12%	2%	20%[38.3 µM]
COc1cccc(CNC(=O)CCC2CCCN(C(=O)c3cccc4c(C)c(C)[nH]c34)C2)c1 (stereo not drawn)	-1%	-1.2%	3%	20%	x	x	x
Cc1n[nH]c(C)c1S(=O)(=O)N1CCCC(C(=O)Nc2nccs2)C1 (stereo not drawn)	-12%	0.0%	4%	-15%[46.1 µM]	6%	-3%	-9%[38.3 µM]
C/C(=N\Nc1cccc(C(=O)O)c1)c1cc2ccccc2o1	23%	-1.9%	-5%	-14%	x	0%	-2%
CN(C)c1ccc(NC(=O)c2ccncc2)c2ccccc12	1%	-0.8%	5%	-18%[46.1 µM]	23%	2%	15%[38.3 µM]
O=C(CNc1cccc(S(=O)(=O)N2CCOCC2)c1)N1CCc2ccccc21	1%[9.22 µM]	4.0%	7%	-13%	x	x	x
COC(=O)CSc1nnc(-c2cccnc2)n1-c1cc(OC)cc(OC)c1	1%	2.5%	-4%	-4%[46.1 µM]	5%	0%	-2%[38.3 µM]
Cc1sc2nc(C(C)C)nc(SCC(=O)N3CCN(C(=O)c4ccco4)CC3)c2c1C	-11%	0.0%	-1%	-20%[46.1 µM]	-18%	4%	-1%[38.3 µM]
C/C(CC(=O)Nc1cccc2c1CCCC2)=N\NC=O	3%[9.22 µM]	-1.0%	4%	-18%	-4%[46 µM]	-2%	4%
Cc1nc2c(-c3ccc(F)cc3)c(C)nn2c(C)c1CCC(=O)N1CCN(c2ccccc2)CC1	1%	-1.1%&1.7%	2%	-13%[46.1 µM]	-4%	1%	20%[38.3 µM]
COc1cccc(C(=O)Nc2cccc(SC)c2)c1	13%	0.0%	0%	u	3%	-11%	-8%[38.3 µM]

The last 2 records of the section before lead into the next:
SMILES	HttQ103 aggreg	Epigenetic reg	CBFb-RUNX1 inh	NPSR antagonist	LMNA splice mod	KinaseGlo FLuc	IMPase Li cell
Cc1nc2c(-c3ccc(F)cc3)c(C)nn2c(C)c1CCC(=O)N1CCN(c2ccccc2)CC1	1%	-1.1%&1.7%	2%	-13%[46.1 µM]	-4%	1%	20%[38.3 µM]
COc1cccc(C(=O)Nc2cccc(SC)c2)c1	13%	0.0%	0%	u	3%	-11%	-8%[38.3 µM]
CCOC(=O)C(=O)Nc1ccccc1C(=O)Nc1ccc(OC)cc1	2%	-4.8%	-5%	-12%[46.1 µM]	16%	-6%	-4%[38.3 µM]
O=C(CSc1nnc(-c2cccnc2)n1-c1ccccc1)Nc1ccc2c(c1)OCO2	-6%	-1.1%	5%	-9%[46.1 µM]	2%	5%	16%[38.3 µM]
C[N+]1(C)CC(O)[C@H](C(=O)[O-])C1 (stereo partly drawn)	x	-0.8%	x	x	4%	-1%	2%
CC(=O)c1cccc(NC(=O)C23CC4CC(C2)CC(n2cncn2)(C4)C3)c1	18%	0.1%	0%	7%	0%	1%	4%
Cc1cc2n(c1)CCn1c(C)ccc1-2	7%	0.0%	-2%	-3%[46.1 µM]	9%	-10%	11%[38.3 µM]
Cc1ccc(CCSCC(=O)O)cn1	11%	2.2%	15%	-3%[46.1 µM]	9%	0%	-1%[38.3 µM]
CCOc1ccc(NC(=S)NN2CCN(C)CC2)cc1	2%	-2.0%	-1%	6%	4%	0%	-2%
CCCCn1c(=O)c(CCC(=O)OCC(=O)Nc2ccc(F)c(Cl)c2)nc2ccccc21	0%	-0.1%	10%	2%	-6%	2%	1%
C=CCSc1cc(C)nc2c(-c3ccccc3)c(C)nn12	6%[9.22 µM]	1.1%	u	-30%	x	x	x
Clc1ccc(/C=N/Nc2nnc(-c3ncc[nH]3)c3ccccc23)cc1	-18%	-1.1%	-12%	-10%[46.1 µM]	-1%	-8%	5%[38.3 µM]
Cc1cc(C)n(CC(=O)N/N=C/c2ccccn2)n1	7%	0.0%	-3%	18%	10%	-3%	-16%
O=C1c2ccccc2C(=O)C1C1=Nc2ccccc2NC(c2ccccc2)C1 (stereo not drawn)	-7%[9.22 µM]	2.4%	-5%	1%	u	-3%	19%
Cc1ccc(-n2c(-c3ccccc3)c[n+]3c2CCc2ccccc2-3)c(C)c1	3.2µM*	-1.6%	16%	-51%	u	0%	28%
O=C(NCc1n[nH]c(=S)n1Cc1ccccc1)c1ccccc1	21%	-1.4%	-3%	4%	-6%[46 µM]	-1%	-7%
CC(C)CN1CCN(Cc2cnc(N3CCOCC3)s2)CC1CCO (stereo not drawn)	-5%[9.22 µM]	0.0%	-2%	-16%	21%[46 µM]	-2%	8%
COc1cc(OC)c2c(N)c(C#N)c(C(F)(F)C(F)(F)F)nc2c1	-2%	-0.3%	-6%	-4%[46.1 µM]	3%	-2%	16%[38.3 µM]
Cc1cccc(NC(=S)NC2CCCC2)c1	18%	0.0%	-6%	18%	-9%	-9%	-1%
COc1ccc(Br)cc1S(=O)(=O)N1CCCC1	-31%	-1.0%	-2%	-3%	5%	-1%	6%
N#C/C(=N\Nc1ccccc1)C(N)=S	-2%[9.22 µM]	1.3%	-2%	u	x	x	x
N#CCC(=N)N1CCN(c2ccc(Cl)cc2)CC1	-7%	3.6%	8%	-7%[46.1 µM]	-2%	3%	3%[38.3 µM]
c1cncc(CNc2ncnc3ccc(-c4cccnc4)cc23)c1	x	-4.7%	x	x	11%	-2%	15%
O=C(CSc1nnc2ccccn12)Nc1ccc2c(c1)OCO2	9%	-1.1%	7%	7%	-13%[46 µM]	6%	5%
Cc1cccc(NC(=O)CSc2nc(-c3ccccc3)c(C#N)c(=O)[nH]2)c1C	-5%	0.3%	7%	1%[46.1 µM]	16%	-1%	10µM*
COC(=O)C1=C(C)N(c2ccc(S(N)(=O)=O)cc2)C(=O)C1	-3%	0.0%	-1%	1%[46.1 µM]	10%	-1%	12%[38.3 µM]
COc1ccccc1/C=C/C1C(C(=O)OCC(C)C)=C(C)N=C2SCCC(=O)N21 (stereo not drawn)	-13%	0.9%	-11%	-53%	x	1%	10%
COC(=O)c1cc(NC(=O)c2ccc(C)cc2)c(=O)oc1C	-4%	-1.8%	1%	4%	x	-11%	-3%
O=C(Nc1ccc2c(c1)OCO2)N1CCC(CO)(CC2CCCCO2)CC1 (stereo not drawn)	-18%[9.22 µM]	-1.0%	-2%	4%	4%[46 µM]	0%	-19%
Cc1ccc(CNC(=O)CCC2CCCN(Cc3cccc4ncccc34)C2)o1 (stereo not drawn)	-8%[9.22 µM]	-1.1%	6%	27%	1%[46 µM]	0%	-1%
CCS(=O)(=O)N1CCN(S(=O)(=O)c2ccc(F)cc2)CC1	-3%	-1.0%	0%	11%[46.1 µM]	-4%	4%	-7%
O=[N+]([O-])c1cccc(-n2nnnc2CN2CCCC2)c1	-5%	-0.3%	-2%	8%	x	x	-2%

Grouped by structure: the entries above with an aryl methoxy group (8)
SMILES	HttQ103 aggreg	Epigenetic reg	CBFb-RUNX1 inh	NPSR antagonist	LMNA splice mod	KinaseGlo FLuc	IMPase Li cell
COc1ccc(OCC(=O)N/N=C/c2ccsc2)cc1	-6%	0.0%	-2%	16%	-12%	-5%	-6%
COc1cccc(CNC(=O)CCC2CCCN(C(=O)c3cccc4c(C)c(C)[nH]c34)C2)c1 (stereo not drawn)	-1%	-1.2%	3%	20%	x	x	x
COC(=O)CSc1nnc(-c2cccnc2)n1-c1cc(OC)cc(OC)c1	1%	2.5%	-4%	-4%[46.1 µM]	5%	0%	-2%[38.3 µM]
COc1cccc(C(=O)Nc2cccc(SC)c2)c1	13%	0.0%	0%	u	3%	-11%	-8%[38.3 µM]
CCOC(=O)C(=O)Nc1ccccc1C(=O)Nc1ccc(OC)cc1	2%	-4.8%	-5%	-12%[46.1 µM]	16%	-6%	-4%[38.3 µM]
COc1cc(OC)c2c(N)c(C#N)c(C(F)(F)C(F)(F)F)nc2c1	-2%	-0.3%	-6%	-4%[46.1 µM]	3%	-2%	16%[38.3 µM]
COc1ccc(Br)cc1S(=O)(=O)N1CCCC1	-31%	-1.0%	-2%	-3%	5%	-1%	6%
COc1ccccc1/C=C/C1C(C(=O)OCC(C)C)=C(C)N=C2SCCC(=O)N21 (stereo not drawn)	-13%	0.9%	-11%	-53%	x	1%	10%
